# GPR7 antag – blocks human GPR7 receptor signaling. inhibition, % at 4.4 µM. GPR7-expressing cells, fluorescence antagonist assay. 290,000 tested, 1.1% active. P48145; in the data active = inhibition above about 16%, passing the limit was not always enough;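 also: cells stimulated with the agonist NPW; 0% = agonist with vehicle and 100% = vehicle without agonist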
# Target sequence (P48145 whole entry, looked up): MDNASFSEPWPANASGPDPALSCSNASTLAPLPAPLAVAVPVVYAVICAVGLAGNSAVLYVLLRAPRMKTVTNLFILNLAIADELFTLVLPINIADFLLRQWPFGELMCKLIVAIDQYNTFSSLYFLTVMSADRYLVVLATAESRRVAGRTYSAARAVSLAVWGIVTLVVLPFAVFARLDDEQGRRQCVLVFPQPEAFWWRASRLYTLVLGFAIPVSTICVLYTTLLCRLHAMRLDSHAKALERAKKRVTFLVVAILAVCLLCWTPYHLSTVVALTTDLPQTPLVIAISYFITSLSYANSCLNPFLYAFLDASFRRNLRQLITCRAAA
# CHO-K1 Ca PAM – nonselective activator or artifact in parental CHO-K1 calcium assay | ATP EC20, Fluo-8 calcium fluorescence; 0% at ATP EC20, 100% at ATP max | activation, % at 3 µM | 360,000 tested, 0.02% active | AID 602247;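 active = activation above the run cutoff, the mean activation of all test compounds plus 3 SD, cut at about 40% in these data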;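 also: peak over basal fluorescence ratio in a 140 s read after ATP addition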
# M1 ag parental – counter-screen for M1 agonists: effect in parental CHO-K1 cells | Fluo-8 calcium fluorescence; scaled to maximal ATP response, vehicle zero | activation, % at 3 µM | 360,000 tested, 0.48% active; in the data active = activation above about 15%;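 also: untransfected CHO-K1 host cells lacking M1 receptor as counterscreen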
# V1R ag counter – V1a receptor agonism, counter-screen for OXTR agonists; activation, % at 3 µM; AID 2797; CHO-V1R cells, Fluo-8 calcium fluorescence, agonist mode; 0% DMSO, 100% 3 nM vasopressin; P37288; 320,000 tested, 0.25% active;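 active = activation above the mean activation of all tested compounds plus 3 SD, per screening run, cut at about 20% in these data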;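 also: signal is peak over basal fluorescence ratio across a 100 second FLIPR read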
# OXTR potentiate – human OXTR potentiation. P30559. CHO-OTR cells, Fluo-8 calcium fluorescence, potentiator mode; 0% = oxytocin EC15, 100% = EC100. activation, % at 3 µM. 320,000 tested, 0.061% active. AID 2445;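 active = activation above that plate's cutoff, the mean activation of tested compounds plus 3 SD, cut at about 6.6% in these data, passing the limit was not always enough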;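 also: 100% uses oxytocin at 75 nM as the full agonist control; some results filed as inactive read as strong as hits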
# Target sequence (P30559 whole entry, looked up): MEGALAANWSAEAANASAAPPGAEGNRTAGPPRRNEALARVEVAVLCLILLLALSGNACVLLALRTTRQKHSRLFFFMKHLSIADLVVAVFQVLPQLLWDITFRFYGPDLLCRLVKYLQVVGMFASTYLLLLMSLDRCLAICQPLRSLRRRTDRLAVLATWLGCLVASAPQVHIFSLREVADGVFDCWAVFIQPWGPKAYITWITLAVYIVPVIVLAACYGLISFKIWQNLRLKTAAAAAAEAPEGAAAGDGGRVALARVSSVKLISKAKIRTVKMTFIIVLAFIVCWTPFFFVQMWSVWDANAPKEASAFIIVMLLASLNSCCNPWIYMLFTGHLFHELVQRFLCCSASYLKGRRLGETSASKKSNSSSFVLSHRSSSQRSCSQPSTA
#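 Measured by – Fluo-8 calcium dye fluorescence · Test system – human OTR in CHO cells · Dosing – one concentration, 3.0 µM compound · Controls – EC15 oxytocin alone as 0%, 75 nM oxytocin as 100% · Evaluation – normalized max/min fluorescence ratio, % activation · Timing – 6 min pre-incubation, 100 s read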
# TAAR1 antag – antagonists of human TAAR1 | inhibition, % at 3 µM | 360,000 tested, 1.5% active | Q96RJ0 | CHO RD-HGA16 TAAR1, Fluo-8 calcium fluorescence, antagonist;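 active = inhibition above a per-plate cutoff, the mean inhibition of test compounds on that plate plus 3 SD, cut at about 49% in these data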;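 also: 0% = DMSO plus EC80 beta-PEA response and 100% = DMSO alone without agonist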
#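 Assay system: RD-HGA16 CHO cells with stable hTAAR1 and Gα16 / Reagent: EC80 β-phenethylamine stimulus / Doses: 3 µM, single point / Timing: dye loading 75 min at 37 °C, then 30 min room temperature / Measured by: Fluo-8 intracellular calcium dye fluorescence, real-time kinetic reads / Controls: vehicle wells and EC80 agonist wells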
# OXTR agonist – activates the human oxytocin receptor; activation, % at 3 µM; CHO-OTR cells, Fluo-8 calcium fluorescence; normalized: DMSO 0%, oxytocin 100%; AID 2435; 320,000 tested, 0.32% active;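 active = activation above the mean of all tested compounds plus 3 SD, cutoff set per screening run, cut at about 20% in these data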;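 also: peak over basal fluorescence ratio from a 100 s FLIPR kinetic read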
# CHO-K1 Ca antag – M1 antagonist counterscreen hit in parental CHO-K1 cells | ATP-induced calcium, Fluo-8 fluorescence | inhibition, % at 3 µM | 360,000 tested, 0.6% active | AID 602250;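 active = inhibition above a per-plate cutoff, the plate's mean sample inhibition plus 3 SD, cut at about 24% in these data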;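 also: 0% = DMSO plus EC80 ATP and 100% = DMSO alone without ATP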
# CHO parental Ca – signal in parental CHO cells, OX1R antagonist counter-screen; AID 463079; inhibition, % at 5.6 µM; parental CHO-K1, ATP-induced calcium, Fluo-8 fluorescence; 330,000 tested, 0.63% active;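 active = inhibition above that plate's mean sample inhibition plus 3 SD, cut at about 26% in these data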;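 also: 0% = ATP-challenged DMSO wells and 100% = DMSO wells without ATP; some compounds past the cut are filed as inactive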
#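 Material: parental CHO cells / Compound: single nominal dose of 5.6 µM per compound / Signal: Fluo-8 fluorescence / Replicates: singlicate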
# * = called active by the depositor; . = not tested or not shown.
mol,GPR7 antag,CHO-K1 Ca PAM,M1 ag parental,V1R ag counter,OXTR potentiate,TAAR1 antag,OXTR agonist,CHO-K1 Ca antag,CHO parental Ca
COc1ccccc1N1CCN(CCCN2C(=O)C3CCCCN3C2=O)CC1 (stereo not drawn),.,13,0.1,.,.,-1,.,-6,.
Cc1cc(C)nc(SCCS(=O)(=O)Cc2ccc(Cl)cc2)n1,-4,21,0.4,-0.7,1,-18,-0.1,-13,-13
CC(C)C(=O)N1CCC2(CC1)Oc1ccc(Cl)cc1C(=O)C21CC(c2cccnc2)=NO1 (stereo not drawn),.,-7,0.3,2.1,-2,18,2.5,0,-13
Cc1cccc(Nc2nnc(-c3ccc(C(=O)N4C[C@H]5C[C@H](C4)c4cccc(=O)n4C5)cc3)c3ccccc23)c1,0,-9,-0.1,-0.4,-2,-1,-1.9,1,-17
Cc1ccc(NC(=O)CSCC(=O)N2c3ccccc3CCc3ccccc32)cc1,-7,3,0.1,-0.2,-9,-5,-1.7,-24,-22
COc1ccc([N+](=O)[O-])cc1NC(=O)c1csc(C)c1,-8,-4,1.8,-1.0,-6,-43,-1.4,10,5
Cc1[nH]c2ccccc2c1C(c1ccncc1)N1CCN(c2ccc(F)cc2)CC1 (stereo not drawn),-9,13,0.3,1.7,1,32,1.5,2,-8
CC1CC(C)CN(C(=O)CCCNC(=O)c2ccc(Cl)cc2)C1 (stereo not drawn),-21,11,0.0,-0.4,-5,-29,-0.8,0,-15
Nc1ccccc1Nc1cc(-c2ccccc2)nn1-c1ccccc1,2,5,1.2,2.6,-2,18,-0.6,-7,-16
Cc1c(O)c(=O)c2ccccc2n1C,-10,7,0.6,0.9,-1,5,-0.6,-11,5
CN(Cc1ccccc1F)C(=O)CCNC(=O)c1ccc(C(C)(C)C)cc1,.,-12,0.6,0.4,-3,-14,-2.0,-4,-21
CSc1ccccc1NC(=O)Nc1ccccc1Cl,-16,9,-0.3,-1.2,-3,11,-1.9,-3,-8
COc1ccc2[nH]cc(CCNC(=O)Cc3ccc(F)cc3)c2c1,-13,12,0.5,0.4,-2,-3,0.0,-3,-17
CCC(C)NS(=O)(=O)c1ccc(OCC(=O)N2CCCC2)cc1 (stereo not drawn),-11,21,0.7,0.2,1,5,-1.0,-5,3
Cn1c(=O)[nH]c2c(cnn2C)c1=O,.,1,0.6,.,.,-7,.,-6,.
CNC(=S)SCCOc1ccccc1C,-7,-7,-0.2,0.7,0,7,-1.4,7,-1
Cc1cc(=O)oc2cc(NC(=S)NCc3ccccn3)ccc12,-8,6,2.2,2.0,-5,15,0.8,-11,-27
Cc1nnc(SCC(=O)N(Cc2ccccc2)C(C)C)n1-c1ccccc1,1,12,0.2,0.1,-10,-12,-0.7,2,-24
CCN1CCN(CCOc2ccccc2-c2ccccc2)CC1,-12,23,0.0,0.0,-5,3,-0.9,-15,-4
Cn1c(=O)c2c(ncn2CC(COCc2ccccc2)OCc2ccccc2)n(C)c1=O (stereo not drawn),-3,1,0.7,1.7,-1,-22,0.2,-1,-9

# Random excerpt: 6 records from the list
mol,GPR7 antag,CHO-K1 Ca PAM,M1 ag parental,V1R ag counter,OXTR potentiate,TAAR1 antag,OXTR agonist,CHO-K1 Ca antag,CHO parental Ca
Cc1nnc(SCC(=O)N(Cc2ccccc2)C(C)C)n1-c1ccccc1,1,12,0.2,0.1,-10,-12,-0.7,2,-24
CCN1CCN(CCOc2ccccc2-c2ccccc2)CC1,-12,23,0.0,0.0,-5,3,-0.9,-15,-4
Nc1ccccc1Nc1cc(-c2ccccc2)nn1-c1ccccc1,2,5,1.2,2.6,-2,18,-0.6,-7,-16
Cc1cccc(Nc2nnc(-c3ccc(C(=O)N4C[C@H]5C[C@H](C4)c4cccc(=O)n4C5)cc3)c3ccccc23)c1,0,-9,-0.1,-0.4,-2,-1,-1.9,1,-17
Cc1ccc(NC(=O)CSCC(=O)N2c3ccccc3CCc3ccccc32)cc1,-7,3,0.1,-0.2,-9,-5,-1.7,-24,-22
Cn1c(=O)[nH]c2c(cnn2C)c1=O,.,1,0.6,.,.,-7,.,-6,.

# Additional records follow.
mol,GPR7 antag,CHO-K1 Ca PAM,M1 ag parental,V1R ag counter,OXTR potentiate,TAAR1 antag,OXTR agonist,CHO-K1 Ca antag,CHO parental Ca
CCCCC(O)(c1ccc(OC)cc1)C(CN1CCOCC1)c1ccccc1 (stereo not drawn),-5,3,-0.2,-0.8,-3,-3,-0.8,-14,-40
CC(=O)c1cccc(NC(=O)/C(=C\c2cccnc2)NC(=O)c2ccco2)c1,-2,-10,0.2,0.8,-9,-11,-0.9,22,-9
Cn1nnc2cc(C(=O)Nc3ccc(Cl)cc3)ccc21,-1,-8,0.5,2.9,-8,5,3.1,-4,-3
Cc1nn(-c2nc3ccccc3s2)c(N)c1-c1ccccc1,-3,4,0.2,0.7,-7,-8,-0.3,-24,-37
CCCC(=O)Nc1ccc(N2CCN(S(C)(=O)=O)CC2)cc1,1,-5,0.1,-0.1,-8,0,-0.7,9,2
Cc1nc2c([N+](=O)[O-])c(C)c(C)cc2[nH]1,-7,10,-0.1,-0.5,-2,6,0.4,-1,-11
C/C(O)=C\c1nc2ccccc2oc1=O,1,-4,0.1,0.8,-7,-7,1.6,2,-3
Cc1ccc2nc(NC(=O)CSc3nc4c(c(=O)n3C)SC(C)C4)sc2c1 (stereo not drawn),1,9,2.1,3.2,-16,.,1.7,-5,15
O=C(NNC(=O)c1cccs1)c1ccc([N+](=O)[O-])cc1,2,.,.,0.7,-3,-12,0.8,.,-10
FC(F)(F)c1ccccc1Cc1c(-c2ccc(Cl)cc2)nc2c3ccccc3ccn12,.,-12,0.4,.,.,-6,.,5,.
O=S(=O)(c1ccc(F)cc1)N1CCC(N2CCCC2)CC1,-5,5,-0.4,1.0,-2,.,0.3,40*,-6
O=C(O)c1ccc(-c2ccccc2Cl)o1,4,18,-0.1,1.7,-11,-1,0.7,-8,-3
O=C(CNCC1CCCO1)N1CCN(S(=O)(=O)c2ccc3ccccc3c2)CC1 (stereo not drawn),-1,10,-0.2,-0.3,0,-20,-1.1,-6,-21
COc1ccc(OC)c(NC(=O)Cn2c(-c3ccc(Cl)cc3)noc2=O)c1,1,25,1.5,3.7,-8,2,4.0,-9,-1
CCN(Cc1ccc(OC)c(COC)c1)CC1CCCN(CCc2cccc(OC)c2)C1 (stereo not drawn),-7,16,0.6,0.2,-2,-11,3.3,8,-21
COc1ccc(CNS(=O)(=O)CCNCCc2ccccc2)cc1,.,11,2.4,.,.,-12,.,-1,.
CC(C)NC(=O)[C@@H]1CSC2c3ccccc3C(=O)N21 (stereo partly drawn),-1,21,0.8,.,.,-11,.,-2,.
CCN(CC(=O)Nc1cc(S(=O)(=O)N2CCCCC2)ccc1C)Cc1ccccc1,.,1,0.9,-0.9,-12,-4,-2.9,-11,-12
CCOc1ccc(C(=O)NNC(=O)c2cc(C)oc2C)cc1,.,9,0.3,0.2,-16,-27,1.0,9,-11
O=C(CN1C(=O)NC(c2ccccc2)(c2ccccc2)C1=O)N1CCOCC1,.,3,0.0,0.3,-1,14,-0.8,0,7
COc1ccc(S(=O)(=O)N(C)c2ccc(C(=O)N3CCCC3)cc2)cc1,0,12,1.9,2.3,-16,-15,0.0,-3,-10
O=C(NCc1ccco1)c1ccccc1NS(=O)(=O)c1cccs1,1,16,19*,1.6,-3,8,1.9,2,-11
Cc1cc(C)n(-c2ccc(C(=O)OCC(=O)Nc3cc(Cl)ccc3[N+](=O)[O-])cc2)n1,-1,-9,-0.3,0.2,0,19,-1.1,-6,-16
O=C(Nc1cccc(F)c1)NC1(C(=O)NCC2CCCO2)CCCCC1 (stereo not drawn),6,16,0.8,-0.1,-8,-3,0.0,-17,-6
COc1ccc(C2c3c(ccc4ccccc34)Oc3ncn4nc(Cc5ccccc5)nc4c32)cc1OC (stereo not drawn),7,19,1.0,-0.7,9,-12,-1.4,-11,-17
Cc1ccc(N=Nc2c(C)[nH]n(-c3ccccc3)c2=O)cc1,0,3,0.1,0.4,-1,0,0.3,-6,-8
O=C(CSc1nnc(C2CC2)n1C1CC1)Nc1cccc(Br)c1,.,17,0.8,-0.1,-6,5,0.0,-12,-16
Cc1ccc(S(=O)(=O)N2CCN(CCc3ccncc3)CC2)cc1,.,14,0.4,0.1,-3,3,-1.9,-13,-13
COc1ccc(C)cc1S(=O)(=O)N(CC(=O)NCc1ccc(Cl)cc1)Cc1ccccc1,-11,24,1.6,-0.3,-11,40,-0.9,-24,-14
CCN(CC)CCOC(=O)c1ccc(NC(=O)CNC(=O)c2ccccc2)cc1,-9,-17,-0.2,0.1,-5,-23,-0.6,20,3
CCOc1ccc(Cc2c(Cl)nc(SC)nc2OC)cc1,-11,-7,-0.2,0.1,-17,12,-1.3,13,-5
CCC1Sc2ccccc2N(CC(=O)NCc2ccccc2OC)C1=O (stereo not drawn),-4,8,0.7,-0.8,-11,3,-2.0,0,-23
Cn1c(=O)oc2cc(S(=O)(=O)Nc3ccc4c(c3)OCCO4)ccc21,-8,20,5.3,5.1,-4,16,9.7,-9,2
O=C(C=C=Nc1ccccc1)C(=O)N=C=Cc1ccccc1,11,-8,6.0,2.2,-2,-15,1.7,-11,-6
O=C(CN1C(=O)c2ccccc2S1(=O)=O)NC1CCCC1,-16,27,0.4,1.5,0,-22,1.5,-13,-4
Cc1ccc(C(=O)N/C(=C\c2ccc(F)cc2)C(=O)NCCN2CCOCC2)cc1,-2,-24,0.1,-0.1,-6,1,0.3,21,-9
CCc1ccccc1NC(=O)NCCN1CCCCC1,24,9,0.3,1.4,-2,-7,-0.3,-3,0
Cc1nc(S/C(=C/c2ccc(-c3ccc(Cl)cc3)o2)C(=O)O)n[nH]1,-10,9,-0.7,-0.3,-5,-2,0.4,-5,-2
O=C1NC[C@H](CCCCN2C[C@H](Cc3ccccc3)N(Cc3ccccc3)C(=O)C2=O)N(CCc2ccccc2)C1=O,.,3,-0.4,.,.,-38,.,-16,.
COc1ccc(/C=N\NC(=O)c2cc(O)c(O)c(O)c2)cc1CN1CCN(c2ccc(F)cc2)CC1,6,1,-0.5,0.0,-4,6,-1.1,11,-8

# Screens from PubChem.
